Source: PubChem BioAssay
MITF act = increases MITF-driven TRPM1 promoter luciferase signal. SK-MEL-5 TRPM1-promoter luciferase, 24 h; % of positive control, neutral wells = 0. activation, % at 12.5 µM. 0.75% of 300,000 active. AID 588334;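 active = mean activation of at least 80% with every replicate also reaching 80%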;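 also: 0% = neutral control wells and 100% = parthenolide positive control wells; values of inactives mirror those of a sister screen read the other way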
CAL PDZ FP-1 = inhibitors of human CAL PDZ peptide binding | inhibition, % at 20 µM | AID 504414 | purified CAL PDZ, TMR-peptide fluorescence polarization, 1 h | 0.02% of 330,000 active;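 active = highest replicate inhibition of at least 40%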;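 also: plate controls were DMSO neutral control wells for no effect and unlabeled competitor peptide control wells for full effect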
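Test system: tagged CAL PDZ domain / Buffer or medium: sodium phosphate/NaCl buffer pH 7.4 with TCEP, IgG, Thesit / Reagent: TMR-labelled reporter peptide T*-PRC34 bound in PDZ groove / Compound dosing: single point, 20 µM / Schedule: 1 h incubation at room temperature before polarization reading / Technique: fluorescence polarization (mP) / Benchmarks: unlabelled peptide, DMSO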
E coli growth = bacterial growth inhibition, counter-screen for AddAB inhibitors | E. coli V3065 growth, OD600 absorbance, 18 h | inhibition, % at 11.9 µM | 0.27% of 330,000 active;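 active = inhibition above the campaign's mean inhibition across all tested compounds plus 3 SD, cut at about 9.9% in these data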;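 also: uninfected addAB+ strain grown without phage in ampicillin broth; 0% = DMSO wells and 100% = ciprofloxacin 0.95 µg/ml wells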
Tat transport = E. coli Tat transport inhibition; E. coli MC4100 TorA-mCherry Tat export, fluorescence; inhibition, % at 10 µM; 0.036% of 340,000 active; AID 488895;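 active = mean replicate inhibition at least 50% and at least half of replicates individually reaching 50%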;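 also: exported cargo escapes ClpAP degradation while cytoplasmic cargo is degraded and loses fluorescence; 0% = median of neutral control wells and 100% = median of NaSCN control wells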
SR-BI uptake up = SR-BI HDL lipid transfer activation. activation, % at 12.5 µM. CHO ldlA[mSR-BI] cells, DiI-HDL uptake fluorescence, 3 h; 100 = double the neutral-control signal. 0.096% of 320,000 active;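 active = mean replicate activation of at least 60% and every replicate at or above 60%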;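 also: 0% = median plate neutral-control signal and 100% = twice that signal; values of inactives mirror those of a sister screen read the other way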
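material = CHO ldlA[mSR-BI] cells | medium = Ham's F12 with 0.5% BSA, HEPES 25 mM, pH 7.4 | reagent = fluorescent DiI-HDL, 10 µg/mL final | compound dosing = single-point compound dose | incubation = 3 h, 37 °C | measured by = bottom-read fluorescence, 550/595 nm | measure = HDL uptake via cellular fluorescence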
SR-BI HDL uptake = mouse SR-BI HDL lipid transfer inhibition; inhibition, % at 12.5 µM; 0.96% of 320,000 active; AID 488896; Q61009; ldlA[mSR-BI] CHO cells, DiI-HDL uptake fluorescence, 3 h;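 active = mean replicate inhibition of at least 70% and a set share of replicates each scoring 70 or more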;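 also: 0% = median of neutral control wells and 100% = median of positive control wells; values of inactives mirror those of a sister screen read the other way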
Target sequence (Q61009 whole entry, looked up): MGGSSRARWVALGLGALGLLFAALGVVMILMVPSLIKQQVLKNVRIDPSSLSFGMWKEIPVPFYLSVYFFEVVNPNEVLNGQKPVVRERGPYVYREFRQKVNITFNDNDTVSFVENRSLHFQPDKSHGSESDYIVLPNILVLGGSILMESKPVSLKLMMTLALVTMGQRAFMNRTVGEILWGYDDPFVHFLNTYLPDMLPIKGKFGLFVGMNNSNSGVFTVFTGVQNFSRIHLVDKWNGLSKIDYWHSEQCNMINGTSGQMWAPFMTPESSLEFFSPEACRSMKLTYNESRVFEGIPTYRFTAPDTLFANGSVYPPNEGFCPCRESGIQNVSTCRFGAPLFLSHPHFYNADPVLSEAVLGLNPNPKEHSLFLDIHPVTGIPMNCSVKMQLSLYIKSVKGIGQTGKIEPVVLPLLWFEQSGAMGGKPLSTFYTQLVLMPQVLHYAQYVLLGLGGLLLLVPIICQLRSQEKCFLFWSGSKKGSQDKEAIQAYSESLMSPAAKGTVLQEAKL
AddAB inh = less growth of phage-infected E. coli with AddAB; E. coli expressing H. pylori AddAB, absorbance growth; inhibition, % at 11.9 µM; 0.29% of 330,000 active; in the data active = inhibition above about 12%;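 also: 0% = vehicle wells of infected cells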
phage Ecoli inh = E. coli growth loss with phage present; growth absorbance; inhibition, % at 11.9 µM; 0.26% of 360,000 active; AID 651602; in the data active = inhibition above about 11%
CAL PDZ FP-2 = blocks peptide binding to the human CAL PDZ domain | AID 602252 | Q9HD26 | inhibition, % at 24.9 µM | purified CAL PDZ, TMR-peptide fluorescence polarization, 1 h | 0.92% of 300,000 active;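 active = mean inhibition of at least 30% with at least half of replicates also reaching 30%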;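 also: 0% = DMSO neutral control and 100% = excess unlabeled competitor peptide PRC23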
Wnt bcat act = activators of Wnt/beta-catenin signaling; 1.2% of 300,000 active; AID 743398; Wnt/beta-catenin reporter cell assay, activator, plate reader; activation, % at 9.35 µM; in the data active = activation above about 30%, passing the limit was not always enough;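 also: 0% = neutral control wells and 100% = positive control wells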
Numbers without * were called inactive; . = not tested or not shown.

Every second line gives: MITF act, CAL PDZ FP-1, E coli growth, Tat transport, SR-BI uptake up, SR-BI HDL uptake, AddAB inh, phage Ecoli inh, CAL PDZ FP-2, Wnt bcat act
1. CC(CN1CCOCC1)OC(=O)CCc1ccccc1 (centres undefined)
→ 1, 0.0, 0.5, -3, -1, 1, 4.1, 2.6, 2, -1
2. CCOc1ccc(CCNC(=O)CCc2nc3ccccc3[nH]2)cc1OCC
→ -3, -1.1, -0.9, 6, ., ., -0.4, 2.2, ., -1
3. CCN(CC)S(=O)(=O)c1ccc(OC)c(NC(=O)CC2CCCC2)c1
→ 1, -0.7, -5.6, 1, ., ., 3.6, 0.9, -2, -2
4. COc1ccc(CCNc2cc(C)nc(N)n2)cc1OC
→ -6, ., ., -3, -16, 16, ., 5.0, -2, 1
5. Cc1cc(=O)oc2c3c(cc(OCC(=O)NC(Cc4ccc(Cl)cc4)C(=O)O)c12)OC(C)(C)CC3 (centres undefined)
→ 0, -1.4, -1.3, 2, -10, 10, 2.7, 1.0, -5, 0
6. CCN(CC(=O)Nc1c(F)cccc1F)C(=O)CSCC(=O)Nc1cc(C)on1
→ -8, 0.3, 0.5, -2, 37, -37, 1.0, 4.3, ., -1
7. Cc1cc(C)c(NC(=O)C2CCCN(S(=O)(=O)c3c(C)noc3/C=C/N(C)C)C2)c(C)c1 (centres undefined)
→ 10, -0.7, 0.0, -10, -27, 27, 1.2, 0.6, ., -2
8. COc1ccc(-c2nc(C#N)c(N3CC(C)OC(C)C3)o2)cc1OC (centres undefined)
→ 18, 0.1, 1.2, -1, 15, -15, 1.5, 1.4, -1, .
9. O=C(NCc1ccc2[nH]c3c(c2c1)CCCC3)c1ccc(S(=O)(=O)N2CCCCC2)cc1
→ ., -0.2, -0.2, 5, -51, 51, -2.2, 4.2, ., 18
10. NC(=O)c1ccc(NC(=O)COC(=O)CCSc2ccccc2)cc1
→ -13, -0.6, 1.4, 2, 1, -1, 3.2, 1.1, 5, 2
11. O=C(NCc1ccco1)C(c1ccco1)N(CCc1ccccc1)C(=O)Cn1nnc2ccccc21 (centres undefined)
→ -2, -0.3, -2.9, -17, 10, -10, -1.4, 0.0, -1, .
12. CC1(C)CC(=O)c2c(O)cc(OCC(=O)Nc3ccc(S(N)(=O)=O)cc3)cc2O1
→ 7, -1.4, -3.3, -2, -33, 33, 0.5, 3.2, -4, -1
13. CCOc1ccc2ccccc2c1/C=N\NC(=O)c1ccc([N+](=O)[O-])cc1
→ 14, 10, -1.4, -3, -78, 78*, -3.3, 0.5, 10, -1
14. C[C@H]1Oc2ccccc2C(=O)C1C(=O)c1ccccc1 (some centres undefined)
→ ., -1.2, -3.5, -3, 0, 0, -4.7, -1.9, 7, 12
15. Nc1nc(-c2ccccc2)c(N=Nc2ccccc2Cl)s1
→ -2, -0.3, -0.9, -6, -88, 88*, 0.7, 2.1, 3, .

New compounds follow.
Every second line gives: MITF act, CAL PDZ FP-1, E coli growth, Tat transport, SR-BI uptake up, SR-BI HDL uptake, AddAB inh, phage Ecoli inh, CAL PDZ FP-2, Wnt bcat act
16. COc1ccc(C(=O)NC2CCCc3c2cnn3-c2cc(F)cc(F)c2)c(OC)n1 (centres undefined)
→ -4, -0.6, 3.2, 2, 29, -29, 0.8, 1.5, 3, -3
17. Cc1cnc(NC(=O)Cc2ccccc2F)s1
→ -3, -2.3, -1.3, -5, 4, -4, 1.1, 4.0, 3, -3
18. CCN(CC(=O)NCc1ccc(Cl)cc1)C(=O)c1ccc(S(=O)(=O)N(C)C)cc1
→ -11, -0.8, 0.1, -1, 5, -5, 0.2, -0.1, 7, -2
19. COc1cccc(-c2ccc(-c3noc(-c4ccccc4F)n3)c(OC)n2)c1
→ ., 0.4, -1.1, -3, 4, -4, 0.2, 2.7, 1, .
20. CC1(C)CN=C(N(C(=O)Nc2ccccc2)c2ccccc2F)S1
→ ., -0.6, 0.6, 6, 22, -22, 2.4, 3.1, 2, -1
21. COc1ccc(CN2C(=O)C(CC(C)C)Nc3ncnc(N4CCOCC4)c32)cc1 (centres undefined)
→ -10, -6.1, -0.2, -9, -3, 3, 3.5, -1.1, -2, 2
22. S=C(NC1CCCCC1)NC1CC2C=CC1C2 (centres undefined)
→ ., 0.0, 2.3, 1, 2, -2, 5.4, 0.7, ., 3
23. C=CCNC(=O)C(=O)Nc1cc2c3c(c1)CCC(=O)N3CCC2
→ -2, -3.1, -0.3, 3, -38, 38, 1.3, 4.0, -5, -2
24. COC(=O)Nc1ccc(SCC(=O)c2ccccc2)cc1
→ 14, 0.1, -0.2, 1, 13, -13, 1.6, 5.3, ., -2
25. CC(C)NC(=O)N(C)C[C@H]1Oc2c(NC(=O)Cc3ccccc3)cccc2C(=O)N([C@H](C)CO)C[C@@H]1C
→ 0, 0.5, 1.0, -11, 1, -1, 0.4, 2.5, -2, 0
26. CCCCNC(=O)NS(=O)(=O)c1ccc(NC(=O)CCC(=O)c2cccs2)cc1
→ -1, 1.2, -0.4, 11, -5, 5, -2.9, 3.5, -1, -1
27. O=C(O)c1cccnc1NC1CCCC1
→ 8, -2.1, 1.7, 1, -7, 7, 3.4, 1.5, -2, -1
28. COc1ccc2nc(SC(C)C(=O)NCC(=O)Nc3ccc(F)c(F)c3F)[nH]c2c1 (centres undefined)
→ 6, -2.4, ., 3, -8, 8, ., 1.9, -6, -3
29. c1cc2c(cc1C1=NNC(=NC3CC3)SC1)OCCO2
→ -94, -0.5, 0.2, -5, -3, 3, 0.0, 3.5, -3, -7
30. O=S(Cc1ccccc1)Cc1ccccc1
→ 7, -0.1, ., 3, 2, -2, ., 2.6, -1, -3

Next entries
Every second line gives: MITF act, CAL PDZ FP-1, E coli growth, Tat transport, SR-BI uptake up, SR-BI HDL uptake, AddAB inh, phage Ecoli inh, CAL PDZ FP-2, Wnt bcat act
31. Cc1ccccc1N(CC(=O)Nc1ccccc1C(=O)O)S(C)(=O)=O
→ ., 0.6, -0.2, -9, 16, -16, -2.1, 1.4, -1, 2
32. CCCCCC(=O)NC(=S)Nc1ccc(NC(=O)c2ccco2)cc1
→ 3, 0.3, 0.5, 6, -17, 17, 3.0, 5.0, 3, -2
33. COc1ccc(/C=C/C(=O)OCC(=O)NCc2ccco2)c(OC)c1
→ -4, -1.1, -0.2, -1, -11, 11, 0.0, 3.0, 4, 5
34. Cc1ccc(-c2csc(/C=C3/SC(C)C(=O)N3CC(=O)Nc3ccccc3F)n2)cc1 (centres undefined)
→ 4, -1.2, ., -1, -31, 31, ., 3.9, -4, -1
35. COc1ccc(-c2nnc(NC(=O)C(C)C)s2)c(OC)c1
→ 46, 0.6, -0.2, -7, -10, 10, -2.4, 2.2, -1, 34*
36. CCOC(=O)NC(=O)/C(C#N)=N/Nc1ccc(F)cc1
→ 8, -0.7, 0.1, -3, 19, -19, -0.2, 2.0, -3, .
37. CCCCN(C(=O)CCNC(=O)NC12CC3CC(CC(C3)C1)C2)c1c(N)n(CCCC)c(=O)[nH]c1=O
→ -3, -2.5, -1.1, 6, 15, -15, 0.3, 2.7, -3, -4
38. CCC(=O)N1CCc2cc(S(=O)(=O)NCCC(=O)NCc3ccccc3Cl)ccc21
→ -4, -0.4, 1.3, 3, -1, 1, 0.1, -0.7, -4, -3
39. Cc1ccc(C(=O)NCCCNC(=O)COc2ccc(C)c(C)c2)cn1
→ -8, -2.7, -2.0, 5, ., ., 2.6, 1.1, -1, -2
40. CCSc1nnc2n1C(C)(C)Cc1ccccc1-2
→ -1, -2.0, -1.0, -1, -1, 1, 0.5, 2.4, -1, 1
41. CC1=CC(C)C2C(=O)N(c3ccccc3)NC(=O)C2C1 (centres undefined)
→ -1, -2.0, 0.1, -1, 11, -11, -0.2, 7.2, 1, 0
42. CN(CC(=O)Nc1ccccc1C(F)(F)F)C(=O)c1cc(-c2cccs2)nn1-c1ccccc1
→ -3, 0.1, -1.6, 1, 39, -39, -1.2, 2.2, -4, -1
43. COCCN(CCOC)C(=S)Nc1ccccc1
→ -7, -0.4, -1.2, -6, 27, -27, 1.3, 5.8, 1, 1
44. Nc1nccc(SCc2ccccc2)n1
→ 7, 0.5, ., 2, -17, 17, ., 1.1, -1, 3
45. Cc1ccc(N2CCN(S(=O)(=O)c3nnc(NC(=O)c4ccco4)s3)CC2)cc1
→ ., -2.1, 0.0, 4, 6, -6, -3.2, 3.0, ., -6

(continued)
Every second line gives: MITF act, CAL PDZ FP-1, E coli growth, Tat transport, SR-BI uptake up, SR-BI HDL uptake, AddAB inh, phage Ecoli inh, CAL PDZ FP-2, Wnt bcat act
46. COc1cccc(NS(=O)(=O)c2cc3[nH]c(=O)c(=O)[nH]c3cc2C)c1
→ 0, -1.3, -0.1, 1, 16, -16, -0.4, 0.5, 2, -1
47. Nc1nc(SCC(=O)O)[nH]c(=O)c1NC(=O)c1ccccc1F
→ -3, -2.8, -1.1, 6, -1, 1, 3.2, 3.3, -6, -3
48. COc1ccc(N=C(C)C2=C(O)c3ccccc3C2=O)cc1
→ 11, -3.7, 2.7, 3, 13, -13, 4.2, 4.0, 1, 58*
49. C=CCC(C=C)[N+]1(CC(=O)OC)CCCCC1 (centres undefined)
→ -4, 0.0, 0.4, 6, 17, -17, 2.6, 2.1, 3, 1
50. Fc1ccccc1CSc1nnc(-c2cccnc2)o1
→ 37, -2.1, 1.4, -12, 19, -19, 1.3, 4.9, 3, 40*

Whole records from above. Values in the order: MITF act | CAL PDZ FP-1 | E coli growth | Tat transport | SR-BI uptake up | SR-BI HDL uptake | AddAB inh | phage Ecoli inh | CAL PDZ FP-2 | Wnt bcat act
Results for Cc1cnc(NC(=O)Cc2ccccc2F)s1 : -3 | -2.3 | -1.3 | -5 | 4 | -4 | 1.1 | 4.0 | 3 | -3
Results for CCCCN(C(=O)CCNC(=O)NC12CC3CC(CC(C3)C1)C2)c1c(N)n(CCCC)c(=O)[nH]c1=O : -3 | -2.5 | -1.1 | 6 | 15 | -15 | 0.3 | 2.7 | -3 | -4
Results for CN(CC(=O)Nc1ccccc1C(F)(F)F)C(=O)c1cc(-c2cccs2)nn1-c1ccccc1 : -3 | 0.1 | -1.6 | 1 | 39 | -39 | -1.2 | 2.2 | -4 | -1
Results for C=CCC(C=C)[N+]1(CC(=O)OC)CCCCC1 (centres undefined) : -4 | 0.0 | 0.4 | 6 | 17 | -17 | 2.6 | 2.1 | 3 | 1
Results for COc1ccc(/C=C/C(=O)OCC(=O)NCc2ccco2)c(OC)c1 : -4 | -1.1 | -0.2 | -1 | -11 | 11 | 0.0 | 3.0 | 4 | 5
